# H1N1 NS1A inhibition = H1N1 influenza NS1A inhibitors, functional cell based assay (AID 504329) | NS1A functional cell-based assay, percent inhibition; higher % means a stronger effect | inhibition, % at 12.5 µM; hits with a dose series show IC50 in µM | actives 0.3% (n = 340,000); in the data active = a potency from the dose series; inconclusive = inhibition above about 27% without an active follow-up result; note: strong numbers were not always called active
# tuberculosis growth = growth inhibition of non-replicating M. tuberculosis (AID 488890); actives 0.39% (n = 320,000); one-dose inhibition, % at 25 µM; IC50 in µM for titrated hits; Mycobacterium tuberculosis non-replicating, growth inhibition; higher % means a stronger effect; in the data active = a potency from the dose series; inconclusive = inhibition mostly from about 82% at the one dose, without a potency; inactive = the rest, 99 in 100 with inhibition below about 76%;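 note: plate controls were DMSO cells for no effect and high antibiotic wells for full effect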
# inhibitors of VEEV = inhibitors of VEEV TC-83 cytopathic effect, confirmation, Vero cells (AID 588727). one-dose inhibition, % at 20 µM; IC50 in µM for titrated hits. actives 0.13% (n = 350,000). Vero cells, VEEV TC-83 cytopathic effect inhibition; higher % means a stronger effect; in the data active = a potency from the dose series; inconclusive = inhibition mostly from about 14% at the one dose, without a potency; inactive = the rest, 99 in 100 with inhibition below about 12%; note: strong numbers were not always called active
# H37Rv inhibition = M. tuberculosis growth inhibition, HTS (AID 449762). M. tuberculosis H37Rv growth inhibition, 7H9 media; higher % means a stronger effect. one-dose inhibition, % at 25 µM; IC50 in µM for titrated hits. actives 0.59% (n = 330,000); in the data active = a potency from the dose series; inconclusive = inhibition above about 70% without an active follow-up result;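 note: bacterial growth assessed after seven days of incubation; strong numbers were not always called active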
# Salmonella PhoP GFP = PhoP regulon inhibitors, Salmonella typhi PhoP promoter GFP reporter, confirmatory (AID 1850) | actives 0.33% (n = 310,000) | inhibition, % at 50 µM; hits with a dose series show IC50 in µM | Salmonella Typhi PhoP-promoter GFP reporter, fluorescence, 4 h; higher % means a stronger effect; in the data active = a potency from the dose series; inconclusive = inhibition mostly from about 25% at the one dose, without a potency; inactive = the rest, 99 in 100 with inhibition below about 19%;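 note: 0% = induced wells with vehicle and 100% = uninduced wells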
# inhibitors of VEEV 10K pilot screen = second read-out of inhibitors of VEEV, no call of its own (marks repeat the call); inhibition, %; measured here: 10K pilot screen inhibition
# Starred values were filed as active, the others as inactive; i = inactive; ? = inconclusive; · = not tested or not shown; & = joins results of further samples. Outcome played no part in choosing rows; any-hit rate near 1.5%.
SMILES,H1N1 NS1A inhibition,tuberculosis growth,inhibitors of VEEV,H37Rv inhibition,Salmonella PhoP GFP,others
CC(CN(C)C1CCN(C)CC1)c1ccccc1 (stereo unspecified),2%,-9%,0.3%,-10%,0%,
CCOC(=O)c1sc2nc3c(cc2c1N)COC(C)(CC)C3 (stereo unspecified),2%,30%,1.1%,-3%,1%,
COC(=O)N/N=C/c1ccc([N+](=O)[O-])o1,-25%,·,i,-9%,11%,
CCOP(=O)(OCC)C(C)(C)NC(=O)C(Cl)(Cl)Cl,25%,8%,1.0%,5%,2%,
Cn1c(Cc2ccccc2)nnc1SCC(=O)NC1CCCC1,3%,-15%,i,8%,13%,
NS(=O)(=O)c1ccc(N2CCN(C(=O)C3COc4ccccc4O3)CC2)nc1 (stereo unspecified),0%,·,3.3%,·,·,
CN1CCN(C(=O)c2ccc(COc3ccc(C(C)(C)C)cc3)o2)CC1,-4%,12%,0.2%,4%,-3%,inhibitors of VEEV 10K pilot screen=0.0
CNC(=O)COC(=O)/C=C/c1c(C)nn(-c2ccccc2)c1C,-7%,-23%,0.9%,-12%,0%,
Cc1ccn(C(=O)c2cc3cc(Cl)ccc3oc2=O)n1,0%,-9%,i,0%,-3%,
CCOC(=O)c1cc2sc(C)cc2n1CC(=O)Nc1ccc2c(c1)OCCO2,-2%,-3%,0.7%,7%,-4%,
Cc1cc(C(=O)CSc2nc3ccccc3n2C)c(C)n1C,4%,-4%,9.9%,2%,-10%,
O=C(CSc1nc2c(cnn2-c2ccc(F)cc2)c(=O)[nH]1)Nc1nccs1,11%,3%,0.7%,-4%,6%,
CCC1(C)Cc2ccccc2-c2[nH]c(=S)[nH]c(=O)c21 (stereo unspecified),-2%,-2%,5.6%,1%,-1%,
COc1ccccc1NC(=O)CCn1c(=S)oc2ccccc21,-4%,5%,i,0%,6%,
C/C(Cl)=C\COc1cc(C)nc2c(Br)cccc12,-4%,62%,1.5%,20µM*,2%,
O=C(O)c1ccccc1C(=O)c1ccc(N2CCCC2)c([N+](=O)[O-])c1,-8%,-3%,1.3%,-5%,3%,
CC(C)COc1ncnc2c1sc1nc3c(cc12)COC(C)(C)C3,·,3%,·,1%,3%,
O=C(COc1ccc(Cl)cc1)Nc1ccc(NC(=O)c2ccco2)cc1,4%,3%,1.0%,-4%,14%,
Cc1ccccc1OCC(=O)N1CCC2(CC1)CC(=O)c1ccccc1O2,-6%,11%,4.0%,4%,0%,
CN1CCN(CC(O)COC(c2ccc(Cl)cc2)c2ccc(Cl)cc2)CC1 (stereo unspecified),1%,60%,i,13%,-5%,
CCS(=O)(=O)n1nc(-c2ccccc2)nc1SC,7%,-5%,0.6%,6%,2%,
O=C(c1ccc(Cn2cnnn2)cc1)N1CCCC(Nc2ccc(F)cc2)C1 (stereo unspecified),3%,-7%,0.5%,1%,-6%,
C=CCN(CC=C)C(=O)c1ccc2nc(Cc3ccc(OC)c(OC)c3)oc2c1,2%,21%,0.3%,4%,-5%,
CCCCCSc1nc(N2CCOCC2)c2c(c1C#N)CC(C)(C)OC2,1%,9%,i,-2%,-5%,inhibitors of VEEV 10K pilot screen=7.1
CC(C)(C)NC(=O)COc1ccccc1C#N,2%,-5%,0.3%,0%,0%,
COc1cc(OC)cc(C(=O)N2CCN(Cc3ccccc3C(F)(F)F)CC2)c1,4%,12%,i,7%,2%,
CCOc1ccc(C2/C(=C(/O)c3ccc4c(c3)CC(C)O4)C(=O)C(=O)N2CCCn2ccnc2)cc1 (stereo unspecified),15%,16%,1.7%,5%,-17%,
Cc1ccc(-n2nnc3c(=O)n(CC(=O)N4CCC(C)CC4)cnc32)cc1,15%,-2%,2.1%,-5%,-3%,
CCN(CC)S(=O)(=O)c1ccc(NCc2ccccc2)nc1,4%,2%,i,0%,-4%,inhibitors of VEEV 10K pilot screen=0.6
Cn1c(SCc2ccc(C(=O)Nc3nccs3)cc2)nnc1-c1ccccc1,-6%,-6%,10%,5%,3%,
Cc1ccc(S(=O)(=O)N2CCCCC2)cc1C(=O)NCc1ccc(S(N)(=O)=O)cc1,-1%,-6%,3.9%,4%,·,
CC(=O)OCCn1c(Br)nc2c1c(=O)[nH]c(=O)n2C,-4%,0%,1.7%,-6%,-13%,
CCOC(=O)c1cnc(-n2nc(C)cc2C)nc1Nc1ccc(OC)cc1,-7%,?,3.6%,?,11%,
COc1ccc(Br)cc1/C=N/NC(=O)C(c1ccncc1)N1CCOCC1 (stereo unspecified),3%,14%,0.1%,12%,2%,
CC(=O)NC(c1cccc([N+](=O)[O-])c1)c1c(OC(C)=O)ccc2ccccc12 (stereo unspecified),6%,27%,i,5%,-9%,inhibitors of VEEV 10K pilot screen=5.4
O=C1CCCN1CCCN=c1c([N+](=O)[O-])nn(-c2ccc(Cl)cc2)n1O,12%,·,i,·,·,
C#CCOC(=O)C(NC(=O)c1ccccc1)=C(C)C,-2%,15%,1.5%,6%,-8%,
COCC(=O)N/N=C/c1c(C)[nH]n(-c2ccccc2)c1=O,·,22%,4.2%,60%,-1%,
Cc1c(C(=O)N2CCN(c3cccc(Cl)c3)CC2)cccc1[N+](=O)[O-],-2%,20%,0.1%,15%,-1%,
COc1ccc2cc(C(=O)N3CCCCCC3)sc(=O)c2c1OC,-2%,0%,2.2%,1%,4%,
Cc1cc(C)n(-c2nc3ccccc3nc2N2CCN(C(=O)c3ccc(Cl)cc3)CC2)n1,-10%,30%,i,-7%,6%,
Fc1cccc(/C=N/Nc2ncnc3nc[nH]c23)c1,9%,·,11%,-1%,-6%,
Cc1ccc(S(=O)(=O)Nc2ccc3c(c2)CCC3)cc1,3%,56%,0.8%,-1%,7%,
Cc1cccc(C)c1NC(=O)COC(=O)CCc1ccc(S(=O)(=O)N2CCCCC2)cc1,-8%,20%,0.2%,8%,-9%,
COc1cccc(-n2nc3c(-n4ncc(C#N)c4N)nnc(C)c3c2C)c1,-5%,-8%,2.6%,-17%,-7%,
COC(=O)c1cc([N+](=O)[O-])c(-n2cncn2)c([N+](=O)[O-])c1,-12%,·,0.4%,·,·,
CCNS(=O)(=O)c1ccc(CCC(=O)N2CCN(c3ccccc3F)CC2)cc1,-10%,7%,0.3%,6%,-7%,
C/C(N)=C(/C#N)C(=O)CSc1nnc(SCc2ccc(Cl)cc2)s1,-5%&35%,59%,0.1%,13%,-1%,
Cc1cccc([N+](=O)[O-])c1NC(=O)CSc1nnc2ccccn12,4%,0%,2.0%,-6%,·,
CN(C)S(=O)(=O)c1cccc(NC(=S)NCc2ccc3c(c2)OCO3)c1,-6%,68%,0.6%,4%,9%,
Cc1c(N=Cc2c(O)n(CCc3ccc(F)cc3)c(=O)[nH]c2=O)c(=O)n(-c2ccccc2)n1C,-8%,4%,2.0%,0%,-7%,
COc1ccccc1N1CCN(S(=O)(=O)CCNC(=O)c2ccc(OC(C)C)cc2)CC1,2%,14%,7.9%,6%,-4%,
CCn1nc(C)c(/C=N/NC(=O)Cn2nc(C)cc2C)c1C,23%,-10%,0.4%,-7%,-7%,
Cc1[nH]nc2c1C1(C(=O)N(Cc3ccc(Cl)cc3)c3ccccc31)C(C#N)=C(N)O2 (stereo unspecified),10%,63%,2.7%,49%,-2%,
O=C(NC1CCCCC1)N1CCCC(c2nc(-c3cccs3)no2)C1 (stereo unspecified),3%,2%,2.0%,-5%,0%,inhibitors of VEEV 10K pilot screen=0.0
O=C1NC(c2ccccc2)C(c2ccccc2)N1 (stereo unspecified),0%,·,0.1%,·,·,
COCCNCCOCCOc1ccc(Cl)c(C)c1,-1%,16%,0.7%,1%,10%,
O=C(NCc1ccccn1)[C@H]1C[C@@H]1[C@H](NP(=O)(c1ccccc1)c1ccccc1)c1ccccc1,9%,15%,i,-1%,4%,
COc1ccc(-c2csc(Nc3ccc(C)cn3)n2)cc1OC,4%,0%,8.6%,35%,4%,
Cc1c(Cl)cnc(NC(=O)COC(=O)c2ccc3c(c2)OCO3)c1Cl,-2%,-15%,i,7%,-5%,

# Continuation:
SMILES,H1N1 NS1A inhibition,tuberculosis growth,inhibitors of VEEV,H37Rv inhibition,Salmonella PhoP GFP,others
CC(=O)NC(CC(=O)NCC(=O)Nc1ccc(F)c(F)c1)c1ccccc1 (stereo unspecified),6%,-8%,i,-2%,8%,
CCOc1ccc(OC(=O)c2cccnc2)cc1,-1%,75%,7.3%,3%,6%,
Cc1ccc(C(=O)C2=C(O)C(=O)N(c3ncccn3)C2c2ccc(Br)cc2)o1 (stereo unspecified),·,46%,·,1%,7%,
COC(=O)/C(=N\OCc1ccc(C#N)cc1)c1c(C)nn(C)c1C,8%,-11%,i,9%,-15%,
C[C@@H]1CN(S(=O)(=O)c2ccc3c(c2)OCCO3)CCN1S(=O)(=O)c1c(F)cccc1F,-11%,24%,1.0%,4%,·,
CS(=O)(=O)Nc1ccc(C(=O)CC(=O)Nc2ccc([N+](=O)[O-])cc2)cc1,2%,26%,i,6%,-1%,
CCSc1nc(N2CCOCC2)c2ccccc2n1,-1%,4%,3.2%,-3%,-3%,inhibitors of VEEV 10K pilot screen=1.4
CCc1cccc(OCCn2ccnc2)c1,4%,1%,1.2%,2%,0%,
Cc1ccc(Nc2ccc(C(N)=O)cc2[N+](=O)[O-])cc1,5%,20%,2.9%,0%,-7%,
CCOc1ccccc1N1CCN(CC(=O)Nc2ncc(C)s2)CC1,-9%,0%,0.9%,5%,-4%,

# Structural class, the entries above containing a tert-butyl group.
SMILES,H1N1 NS1A inhibition,tuberculosis growth,inhibitors of VEEV,H37Rv inhibition,Salmonella PhoP GFP,others
CN1CCN(C(=O)c2ccc(COc3ccc(C(C)(C)C)cc3)o2)CC1,-4%,12%,0.2%,4%,-3%,inhibitors of VEEV 10K pilot screen=0.0
CC(C)(C)NC(=O)COc1ccccc1C#N,2%,-5%,0.3%,0%,0%,

# Compounds above containing a nitro group on carbon (9):
SMILES,H1N1 NS1A inhibition,tuberculosis growth,inhibitors of VEEV,H37Rv inhibition,Salmonella PhoP GFP,others
COC(=O)N/N=C/c1ccc([N+](=O)[O-])o1,-25%,·,i,-9%,11%,
O=C(O)c1ccccc1C(=O)c1ccc(N2CCCC2)c([N+](=O)[O-])c1,-8%,-3%,1.3%,-5%,3%,
CC(=O)NC(c1cccc([N+](=O)[O-])c1)c1c(OC(C)=O)ccc2ccccc12 (stereo unspecified),6%,27%,i,5%,-9%,inhibitors of VEEV 10K pilot screen=5.4
O=C1CCCN1CCCN=c1c([N+](=O)[O-])nn(-c2ccc(Cl)cc2)n1O,12%,·,i,·,·,
Cc1c(C(=O)N2CCN(c3cccc(Cl)c3)CC2)cccc1[N+](=O)[O-],-2%,20%,0.1%,15%,-1%,
COC(=O)c1cc([N+](=O)[O-])c(-n2cncn2)c([N+](=O)[O-])c1,-12%,·,0.4%,·,·,
Cc1cccc([N+](=O)[O-])c1NC(=O)CSc1nnc2ccccn12,4%,0%,2.0%,-6%,·,
CS(=O)(=O)Nc1ccc(C(=O)CC(=O)Nc2ccc([N+](=O)[O-])cc2)cc1,2%,26%,i,6%,-1%,
Cc1ccc(Nc2ccc(C(N)=O)cc2[N+](=O)[O-])cc1,5%,20%,2.9%,0%,-7%,

# Compound activity (PubChem)
